SIRT5 inh = sirtuin-5 (human) deacylase inhibition | AID 652115 | Purified SirT5, succinyl-peptide AMC, trypsin-coupled fluorescence | Q9NXA8 | inhibition, % at 15 µM | hit rate 1.1% among 330,000; in the data active = inhibition above about 15%; inconclusive = no clear call, values can overlap the other calls
S100A4 MyoIIA = blocks human S100A4 binding to myosin IIA peptide | S100A4/TAMRA-MyoIIA peptide fluorescence polarization | inhibition, % at 10.7 µM | hit rate 0.14% among 360,000 | AID 652163;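 active = mean inhibition of at least 70% across replicates, with every replicate also reaching that level; inconclusive = mean inhibition reaches 70% but some replicates fall short; inactive = mean inhibition below 70%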
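Assay system: human S100A4 monomer with TAMRA-labelled myosin IIA peptide / Buffer or medium: Calcium-containing HEPES buffer, pH 7.2 / Reagent: TAMRA-labelled myosin IIA heavy-chain peptide probe, 5 nM / Compound: one dose per compound / Timing: polarization read 5 min after assay mix addition, stable 5–60 min / Benchmarks: neutral control DMSO, positive control TFP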
PglD DTNB = inhibitors of Campylobacter jejuni PglD acetyltransferase; purified PglD enzyme, DTNB colorimetric CoA detection; inhibition, % at 12.5 µM; hit rate 0.098% among 360,000; AID 602405; in the data active = inhibition above about 16%, passing the limit was not always enough; inconclusive = no clear call, values can overlap the other calls; note: strong numbers were not always called active
E-sel inducer = E-selectin induction on HUVECs. AID 686992. HUVEC E-selectin immunofluorescence imaging; normalized: neutral wells 0, TNF-alpha wells 100. hit rate 0.37% among 260,000. activation, % at 7.58 µM;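 active = mean E-selectin-positive cell signal at least 10% of the positive control, reached in at least 60% of replicates, without over 20% cell loss; inconclusive = no rule given, readout overlaps actives, possibly toxicity-flagged; inactive = the rest, including those meeting only one limit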;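 note: in these data hits start at about 27%; measured in HUVEC primary endothelial cells; signal is the percent of cells scored E-selectin positive by PE staining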
Target sequence (P16581 whole entry, looked up): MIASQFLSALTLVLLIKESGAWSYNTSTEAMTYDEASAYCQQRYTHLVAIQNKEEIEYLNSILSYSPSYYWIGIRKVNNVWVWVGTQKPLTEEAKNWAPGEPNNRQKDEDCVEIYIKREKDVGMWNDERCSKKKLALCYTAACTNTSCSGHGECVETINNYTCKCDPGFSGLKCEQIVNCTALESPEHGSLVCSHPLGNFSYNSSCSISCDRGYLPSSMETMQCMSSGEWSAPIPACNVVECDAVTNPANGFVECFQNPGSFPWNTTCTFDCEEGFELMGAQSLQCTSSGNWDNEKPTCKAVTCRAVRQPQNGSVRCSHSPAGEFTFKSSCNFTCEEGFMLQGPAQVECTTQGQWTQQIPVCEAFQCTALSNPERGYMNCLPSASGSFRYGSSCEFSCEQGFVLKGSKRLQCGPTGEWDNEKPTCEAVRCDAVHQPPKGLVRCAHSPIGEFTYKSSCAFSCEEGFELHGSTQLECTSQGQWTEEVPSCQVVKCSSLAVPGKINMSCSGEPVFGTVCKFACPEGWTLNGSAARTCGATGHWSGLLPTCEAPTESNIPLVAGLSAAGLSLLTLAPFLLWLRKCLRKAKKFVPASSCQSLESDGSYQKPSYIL
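Test system – human umbilical vein endothelial cells (HUVEC), E-selectin induction · Input – 3,000 HUVEC seeded per well · Buffer or medium – EGM-2, gelatin · Compound dosing – single-point compound dose · Detection – immunofluorescence imaging · Measure – percent E-selectin-positive cells · Controls – TNF-alpha high, DMSO low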
ERp5 block = blocks human ERp5 reductase activity on insulin. Q15084. ERp5 insulin aggregation, absorbance 650 nm, 90 min. inhibition, % at 9.99 µM. hit rate 0.05% among 350,000. AID 651711;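 active = mean replicate inhibition above about 25%, with every replicate also reaching it, limit read from the data, passing the limit was not always enough; inconclusive = only one of those two criteria met; inactive = neither criterion met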
Target sequence (Q15084 whole entry, looked up): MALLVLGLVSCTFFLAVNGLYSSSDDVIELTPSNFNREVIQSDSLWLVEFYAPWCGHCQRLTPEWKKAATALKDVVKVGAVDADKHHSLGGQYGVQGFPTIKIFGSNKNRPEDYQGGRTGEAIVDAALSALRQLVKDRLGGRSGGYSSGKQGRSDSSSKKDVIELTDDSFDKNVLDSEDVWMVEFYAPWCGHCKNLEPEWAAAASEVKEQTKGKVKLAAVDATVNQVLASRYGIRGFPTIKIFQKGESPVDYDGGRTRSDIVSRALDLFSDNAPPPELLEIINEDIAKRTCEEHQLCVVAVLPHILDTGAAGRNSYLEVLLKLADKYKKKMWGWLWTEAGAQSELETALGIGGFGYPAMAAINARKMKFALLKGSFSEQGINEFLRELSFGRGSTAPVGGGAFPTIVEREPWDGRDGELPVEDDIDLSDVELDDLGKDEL
DENV2 CPE = DENV2-induced cell death inhibition; hit rate 1.7% among 350,000; CPE inhibition, % at 9.99 µM; DENV2-infected cells, cytopathic effect rescue, plate reader; in the data active = CPE inhibition above about 20%, passing the limit was not always enough; inconclusive = no clear call, values can overlap the other calls; tested in BHK-21 cells;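 note: 0% = median of neutral control wells and 100% = median of positive control wells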
C2C12 statin = suppression of simvastatin myotoxicity. C2C12 myotubes + simvastatin, ATP luminescence, 48 h; scaled: DMSO 0, geranylgeraniol control 100. rescue of ATP level, % at 7.49 µM. hit rate 0.78% among 330,000;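 active = mean ATP rescue above about 67%, or every replicate alone reaching that limit, limit read from the data, passing the limit was not always enough; inconclusive = no clear call, values can overlap the other calls; inactive = mean under the limit and some replicate under it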;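 note: myotubes were challenged with 10 µM simvastatin during compound exposure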
The depositor's hits bear a star; ? = inconclusive; / = no result given. An excerpt; rates above refer to the full screens.

SMILES | SIRT5 inh | S100A4 MyoIIA | PglD DTNB | E-sel inducer | ERp5 block | DENV2 CPE | C2C12 statin
CC(=O)NC(Cc1c[nH]c2ccccc12)C(=O)O (centres undefined) | -2.3 | -0.6 | -2.5 | / | -0.5 | -3.9 | 4.0
CC(Sc1nc2cc(Cl)ccc2s1)C(=O)Nc1cccc(S(=O)(=O)N2CCOCC2)c1 (centres undefined) | -2.0 | 1.2 | / | / | 3.6 | 32.9* | /
O=S(=O)(NC1CC1)c1ccc(S(=O)(=O)N(Cc2ccccn2)C2CC2)cc1 | 0.7 | 1.2 | -4.1 | / | -5.5 | 1.8 | /
CSc1nc(Cl)cc(Nc2ccccc2N)n1 | -4.1 | 29.9 | -2.0 | 2.7 | -10.5 | / | 7.6
COc1cccc(C=Nc2cc(C(C)C)c(O)cc2C)c1O | -0.4 | -3.7 | / | 0.4 | 5.3 | -5.2 | /
C[C@@H]1CN([C@H](C)CO)C(=O)c2cc(NS(=O)(=O)c3ccc(F)cc3)ccc2O[C@@H](C)CCCCO[C@@H]1CN(C)S(=O)(=O)c1ccccc1 | 14.8 | -5.2 | 0.2 | 0.1 | -0.4 | 14.4 | /
COc1cccc(S(=O)(=O)N2CC[C@@H]3[C@@H](CO)Nc4ccc(C#Cc5ccccc5)cc4[C@@H]32)c1 | 6.4 | 102.8* | 3.0 | 0.1 | 1.6 | -9.8 | -16.9
CC(=O)Nc1ccc(S(=O)(=O)N2CCN(Cc3nc4sc(C)c(C)c4c(=O)[nH]3)CC2)cc1 | -2.5 | -4.6 | 10.7 | 7.9 | 1.9 | 1.5 | -5.1
CCCN(CC1CC1)C(=O)COC(=O)c1[nH]c(C)c(C(=O)OCC)c1C | 7.9 | 1.9 | -2.5 | / | 1.2 | -0.1 | 12.4
CC(=O)C1=C(C)NC(=S)NC1c1cc([N+](=O)[O-])ccc1O (centres undefined) | 2.8 | -1.7 | -6.3 | 0.9 | 3.3 | ? | 37.7
COc1cccc(-c2ccc3c(c2)[C@@H]2[C@@H](CCN2C(=O)C2CCOCC2)[C@H](CO)N3)c1 | -1.6 | 31.3 | 3.2 | -0.7 | 2.6 | -6.0 | 24.8
CCn1c(O)c(N=NC(=O)Cn2ccc(C(F)(F)F)n2)c2ccccc21 | 0.9 | 1.2 | / | / | -4.3 | -3.3 | /
COc1cccc(S(=O)(=O)N2CCCCN3[C@H](CO)[C@@H](c4ccc(-c5ccccc5)cc4)[C@H]3C2)c1 | 0.5 | -4.0 | 2.5 | -0.6 | 0.9 | -4.2 | /
CC=Cc1ccc2n(c1=O)C[C@H]1[C@H](CO)[C@@H](C(=O)Nc3ccccc3)[C@@H]2N1C(=O)CC (mixture of isomers) | -13.3 | 0.3 | 0.4 | -1.5 | -2.2 | 2.9 | -3.8
NC(=O)c1ccc(NC(=O)COC(=O)CCC2CCCC2)cc1 | / | -3.9 | 4.6 | 1.1 | -1.5 | 8.4 | 0.5

Six compounds from above, ordered by count of non-hydrogen atoms, high to low.
SMILES | SIRT5 inh | S100A4 MyoIIA | PglD DTNB | E-sel inducer | ERp5 block | DENV2 CPE | C2C12 statin
COc1cccc(S(=O)(=O)N2CCCCN3[C@H](CO)[C@@H](c4ccc(-c5ccccc5)cc4)[C@H]3C2)c1 | 0.5 | -4.0 | 2.5 | -0.6 | 0.9 | -4.2 | /
COc1cccc(S(=O)(=O)N2CC[C@@H]3[C@@H](CO)Nc4ccc(C#Cc5ccccc5)cc4[C@@H]32)c1 | 6.4 | 102.8* | 3.0 | 0.1 | 1.6 | -9.8 | -16.9
CC=Cc1ccc2n(c1=O)C[C@H]1[C@H](CO)[C@@H](C(=O)Nc3ccccc3)[C@@H]2N1C(=O)CC (mixture of isomers) | -13.3 | 0.3 | 0.4 | -1.5 | -2.2 | 2.9 | -3.8
CCn1c(O)c(N=NC(=O)Cn2ccc(C(F)(F)F)n2)c2ccccc21 | 0.9 | 1.2 | / | / | -4.3 | -3.3 | /
CC(=O)C1=C(C)NC(=S)NC1c1cc([N+](=O)[O-])ccc1O (centres undefined) | 2.8 | -1.7 | -6.3 | 0.9 | 3.3 | ? | 37.7
CSc1nc(Cl)cc(Nc2ccccc2N)n1 | -4.1 | 29.9 | -2.0 | 2.7 | -10.5 | / | 7.6

Next section.
SMILES | SIRT5 inh | S100A4 MyoIIA | PglD DTNB | E-sel inducer | ERp5 block | DENV2 CPE | C2C12 statin
CCOc1ccccc1NS(=O)(=O)c1cn(C)nc1C | -6.2 | -5.1 | / | / | 0.6 | -3.1 | /
CC(=O)Nc1ccc(C(=O)NNC(=O)c2csc(N3CCOCC3)n2)cc1 | -7.0 | -22.3 | -1.0 | -0.1 | 2.4 | -0.7 | -0.1
C/C=C/C=N/Nc1nc(C)cc(=O)[nH]1 | -6.3 | 5.6 | / | / | 3.7 | 4.0 | /
CCCCCCn1c(Br)nc2c1c(=O)n(C)c(=O)n2C | -3.2 | 0.7 | / | -0.3 | -2.4 | 2.4 | /
O=C(CCN=C1NS(=O)(=O)c2ccccc21)Nc1ccc(Cl)cc1F | -0.5 | -7.8 | / | -0.7 | 3.2 | -1.1 | 4.5
CN(Cc1ccccc1)C(=O)c1cccc(NC(=O)Cc2cccc(NC(=O)C3CCN(C(=O)c4ccccc4)CC3)c2)c1 | -0.2 | -5.9 | 0.4 | / | 9.6 | -14.3 | -2.8
C[C@H](O)C#Cc1ccc2c(c1)O[C@H](CN(C)C(=O)Nc1ccccc1)[C@@H](C)CN([C@H](C)CO)S2(=O)=O | / | / | -0.1 | -0.2 | / | 9.4 | -2.8
Cc1csc2nc(CCNS(=O)(=O)c3ccc4c(c3)OCCO4)cn12 | -0.2 | -4.4 | 2.6 | / | -1.5 | 5.7 | -12.4
C(#Cc1ccccc1)C[N+]1(CC#Cc2ccccc2)CCCCC1 | -4.2 | -1.7 | -3.1 | / | 0.5 | 0.7 | -145.0
Cc1nc2cc(C)c(C)cc2o1 | / | 0.1 | 14.9 | -0.1 | 3.0 | -4.6 | 4.7
CO[C@@H]1CN(C)C(=O)c2cc(NC(=O)c3ccc4c(c3)OCO4)ccc2OC[C@@H](C)N(CC2CC2)C[C@@H]1C | 4.1 | -4.1 | 0.1 | -0.2 | -0.5 | 77.4* | 15.5
Cc1cnc(NC(=O)CSc2nnc(Cc3ccccc3)o2)s1 | -0.3 | 1.1 | -2.9 | / | 9.1 | / | 44.7
CCn1nc(NS(=O)(=O)c2ccc([N+](=O)[O-])cc2)c2cc3cc(C)ccc3nc21 | -2.8 | -8.8 | -5.1 | 1.7 | -1.7 | 2.1 | -0.7
CCc1cc(C(=O)OC)c(NC(=O)CC2SC(N)=NC2=O)s1 (centres undefined) | 0.4 | -6.6 | / | / | 1.8 | -0.9 | /
C[C@@H]1CN([C@H](C)CO)C(=O)c2cccc(NC(=O)Nc3ccc4c(c3)OCO4)c2O[C@H]1CN(C)C(=O)NC1CCCCC1 | -1.5 | -1.6 | -2.2 | 15.3 | -3.8 | ? | -29.9
COC(=O)C1=C(C)N(C)C(=NCc2ccccc2)NC1c1ccccc1C(F)(F)F (centres undefined) | 0.3 | -2.8 | / | 1.4 | 1.4 | / | /
Fc1ccc(OCc2cc(-c3ccccc3)no2)cc1 | -3.8 | -0.8 | -2.9 | / | -7.9 | 1.9 | 4.9
O=C(Nc1ccc(C(F)(F)F)cc1)N[C@@H]1C=C[C@H](CC(=O)N2CCCCC2)O[C@@H]1CO | 1.7 | 8.0 | / | 2.1 | 2.8 | -1.2 | /
COc1ccc2c3c([nH]c2c1)[C@@H](CO)N(C(C)=O)CC31CCN(C(=O)Nc2c(C)noc2C)CC1 | -4.0 | -3.6 | / | -0.4 | / | 20.8* | /
CC(C)CC#Cc1ccc2c(c1)O[C@@H](CN(C)C(=O)c1ccncc1)[C@@H](C)CN([C@@H](C)CO)S2(=O)=O | 1.8 | 4.4 | -3.7 | 0.1 | 14.0 | -2.6 | 13.1
CCOC(=O)C1=CCN(Cc2ccccc2)CC1 | -5.2 | 37.1 | 1.6 | / | -3.9 | 3.8 | 9.4
O=C(NCc1ccc(Cl)cc1)C1CCCCN1S(=O)(=O)c1ccccc1 (centres undefined) | 0.4 | -1.3 | 2.6 | / | -7.9 | 3.8 | 15.1
Cc1ccccc1-c1cnc2c(c1)C(=O)N([C@H](C)CO)C[C@@H](C)[C@H](CN(C)Cc1cccnc1)O2 | -1.2 | 2.6 | -1.5 | -0.1 | 0.7 | 5.3 | 9.7
CO[C@H]1CN(C)C(=O)c2cc(NC(=O)C3CC3)ccc2OC[C@H](C)N(CC2CCOCC2)C[C@H]1C | -1.3 | -2.0 | 1.6 | 0.0 | -2.7 | 4.7 | 6.4
O=C(NCCCN1CCOCC1)c1cc(-c2ccc3c(c2)OCO3)nc2ccccc12 | / | 11.1 | 0.7 | -0.1 | 6.4 | 1.9 | -6.2
CCN(C[C@H]1[C@H](c2ccccc2)[C@@H](CO)N1CC1CC1)C(=O)c1ccccn1 | 0.3 | -9.2 | -1.5 | -0.2 | -3.4 | 21.0* | -3.7
OCCCNc1ncnc2c1ncn2[C@H]1CN(C2CCCC2)C[C@@H](CO)O1 | / | 6.8 | 10.7 | -0.1 | 3.3 | 16.4 | 24.6
COc1cccc(OCc2cc(C(=O)N3CCCC3c3ccccn3)no2)c1 (centres undefined) | -2.7 | -2.9 | 2.0 | 2.2 | 2.0 | -3.1 | 3.9
COc1ccc(C)cc1NC(=O)c1cc(-c2ccccc2)nc2c1cnn2C(C)C | 1.0 | 4.6 | 0.7 | / | -22.0 | 4.0 | 11.4
COc1ccc(C(=O)NCC(=O)OCc2cccc(Br)c2)cc1 | -3.3 | 4.0 | -3.0 | / | 7.6 | -5.9 | 8.6
COc1cccc(NC(=O)N[C@H]2C=C[C@@H](CC(=O)Nc3ccc(-c4ccccc4)cc3)O[C@@H]2CO)c1 | -1.3 | -1.2 | 1.8 | -0.3 | -0.3 | 2.9 | 12.7
COC1(OC)C(=N/O)/C(=N\O)CCC1O (centres undefined) | -3.4 | -1.2 | 0.6 | / | -6.7 | -3.1 | 19.9
CO[C@H](CN(C)C(=O)Nc1ccc(C(F)(F)F)cc1)[C@@H](C)CN(Cc1ccccc1Cl)[C@H](C)CO | 3.6 | 7.7 | 12.4 | 0.1 | 1.0 | 2.2 | -16.9
CC(C)(C)CC(C)(C)N=C1Nc2ccccc2NC12C[C@H]1CCC(=O)N3CC[C@@H](C2)[C@@H]13 (some centres undefined) | 2.5 | 7.1 | -2.7 | -0.1 | -3.3 | -15.0 | 19.5
O=C(OCC(=O)N1CCN(C(=O)c2ccco2)CC1)c1ccccc1 | -2.4 | -6.4 | / | 0.3 | 1.9 | 1.3 | /
CCOC(=O)NC(=S)Nc1ccc(OC)cc1 | 0.9 | -6.0 | 3.1 | 3.0 | 3.8 | 3.9 | 3.7
COc1ccccc1CNC(=O)C/C(C)=N/NC(=O)Cc1ccc(Cl)cc1 | -1.3 | -0.1 | 4.3 | / | 1.5 | 6.7 | -0.9
COc1ccc(CN(C)C[C@@H]2Oc3c(NS(C)(=O)=O)cccc3C(=O)N([C@H](C)CO)C[C@@H]2C)cc1 | 2.9 | -1.2 | 11.7 | -1.7 | -2.9 | -0.3 | 0.5
Cc1ccc(NC(=O)NC(=O)CN2CCCC2c2ccc3c(c2)OCCO3)cc1C (centres undefined) | 3.5 | -4.9 | 3.0 | / | -5.6 | 13.2 | 4.6
O=C(NCCc1ccc2c(c1)OCCO2)c1cccc(S(=O)(=O)N2CCCC2)c1 | 1.0 | 0.1 | -1.2 | / | 10.9 | -1.3 | 16.4
COc1ccc(CN2C(=O)C(CC(=O)NCCCN(C)C)CC(C(=O)N(C)C)=C2C)cc1 (centres undefined) | -4.2 | -3.3 | 0.5 | -0.1 | 0.7 | / | 7.0
